Assay outcomes: PubChem BioAssay, National Center for Advancing Translational Sciences (NCATS)
HT1080 IDH1KD tx: qHTS for induction of synthetic lethality in tumor cells producing 2HG: qHTS for the HT-1080-IDH1KD cell line | 360,000 compounds, 2% hits | Potency, µM (series often up to 46.1 µM), for the others: top-dose activity, negative = toxicity, actives largely listed as cytotoxic | HT-1080 IDH1 knockdown viability, ATP luminescence, 48 h | AID 686971, 2013;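 note: potency is the fitted concentration of half-maximal effect; 0% = DMSO wells and -100% = cell-free medium wells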
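Viability of IDH1-knockdown HT-1080 fibrosarcoma cells was assessed by CellTiter-Glo after 48 h at 37 °C with titrated compound; concentration-effect curves were classified by fit quality and response size.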
SW480 rereplic: A quantitative high throughput screen for small molecules that induce DNA re-replication in SW480 colon adenocarcinoma cells; SW480 DNA re-replication, Hoechst DNA content imaging, 48 h; 340,000 compounds, 1.8% hits; Potency, µM (top dose mostly 46.1 µM), for the others: at the highest dose re-replication activation, hits mostly activators; AID 624297, 2012; note: potency is the fitted concentration of half-maximal effect; % of control where 0% means no effect; nearly all actives have a fitted effect of over 55% in size
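Per well, 250 cells were exposed to pinned compound for 48 hr. Nuclear DNA was visualised with Hoechst (40 min, 37 C) and total object intensity recorded by fluorescence scanning.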
KB-3-1 tox: qHTS assay for MDR1-selective chemotherapeutics: Primary screen using the parental adenocarcinoma cell KB-3-1. KB-3-1 viability, CellTiter-Glo ATP luminescence, 72 h. Potency, µM (series often up to 46.1 µM), for inactives: at the top dose activity change, negative = cytotoxic, usual class: cytotoxic. 400,000 compounds, 1.4% hits. AID 1347075, 2019; note: potency is the fitted concentration of half-maximal effect; % is set by controls: 0 for no effect and ±100 for the full control effect; nearly all actives have a fitted effect of over 60% in size
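Viability of parental KB-3-1 cells, measured by CellTiter-Glo luminescence, followed a 72 h incubation at 37 °C with pinned compounds in phenol-red-free DMEM containing 10% FBS.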
WRN inhibitor: qHTS for Inhibitors of WRN Helicase | Bifunctional 3'-5' exonuclease/ATP-dependent helicase WRN (Homo sapiens), Q14191 | WRN helicase unwinding, fluorescent forked duplex, kinetic | Potency, µM (highest dose often 114 µM), without a hit: at the top dose activity change, negative = inhibition, most hits filed as inhibitors | 360,000 compounds, 0.46% hits | AID 651768, 2012; note: potency is the fitted concentration of half-maximal effect; % is set by controls: 0 for no effect and ±100 for the full control effect; nearly all actives have a fitted effect of over 55% in size
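Primary qHTS, 1536-well format. 20 nM WRN + compound, 15 min RT; start with 100 nM forked fluorophore/quencher duplex, 2 mM ATP (final); kinetic read ex 525/em 598 nm.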
MCF10A rereplic: A quantitative high throughput screen for small molecules that induce DNA re-replication in MCF 10a normal breast cells. MCF 10A DNA re-replication, Hoechst nuclear intensity, 48 h. Potency, µM (series often up to 46.1 µM), for inactives: at the highest dose activity, positive = re-replication, actives largely listed as activators. 350,000 compounds, 2.9% hits; note: potency is the fitted concentration of half-maximal effect; % of control where 0% means no effect; nearly all actives have a fitted effect of over 50% in size
IL-1B inflam inh: qHTS for Inhibitors of Inflammasome Signaling: IL-1-beta AlphaLISA Primary Screen. activity change, % at 57.5 µM. THP-1 LPS/ATP IL-1B secretion, AlphaLISA, 16 h; stronger effect = lower value. 360,000 compounds, 4.7% hits; in the data active = activity change below about -50%; inconclusive = mostly about -30% to -49%; note: % is set by controls: 0 for no effect and ±100 for the full control effect
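Secreted IL-1B measured by AlphaLISA bead assay after 16 h compound exposure of THP-1 cells; compounds (final up to 57.5 uM) added 1 h before LPS (250 ng/mL) and ATP (1.25 mM) stimulation; lower signal means less secretion.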
KB-V1 MDR tox: qHTS assay for MDR1-selective chemotherapeutics: Primary screen using the drug-selected MDR subline cells KB-V1 | KB-V1 MDR cells viability, CellTiter-Glo, 72 h | Potency, µM (titrated, usually from 46.1 µM), for the others: at the highest dose activity change, negative = cytotoxicity, actives largely listed as cytotoxic | 400,000 compounds, 3.4% hits | AID 1347076, 2019; note: potency is the fitted concentration of half-maximal effect; % is set by controls: 0 for no effect and ±100 for the full control effect; nearly all actives have a fitted effect of over 60% in size
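In this primary screen, KB-V1 cells overexpressing P-gp are incubated with library compounds (lowest to highest concentration) for 72 h at 37 degrees C before a luminescent ATP viability read.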
ATXN2 expr inh: Primary qHTS for Inhibitors of ATXN expression | 360,000 compounds, 0.72% hits | HEK-293 ATXN2-luciferase reporter, luminescence, 24 h | Potency, µM (titrated, usually from 57 µM), for the others: top-dose activity change, negative = inhibition, hits mostly inhibitors; note: potency is the fitted concentration of half-maximal effect; % is set by controls: 0 for no effect and ±100 for the full control effect; nearly all actives have a fitted effect of over 55% in size
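qHTS (up to 57 uM final) was run with 24 h compound exposure of reporter cells at 37 °C. Each well was multiplexed: SteadyGlo luminescence measured ATXN2-luciferase expression after a fluorogenic Gly-Phe-AFC viability readout (25 uM final).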
HT1080-NT tox: qHTS for induction of synthetic lethality in tumor cells producing 2HG: qHTS for the HT-1080-NT fibrosarcoma cell line. HT-1080-NT fibrosarcoma viability, CellTiter-Glo ATP luminescence, 48 h. Potency, µM (highest dose often 46.1 µM), without a hit: top-dose activity, negative = less viability, actives largely listed as cytotoxic. 360,000 compounds, 1.6% hits. AID 686970, 2013;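 note: NT is the 2HG producing partner of a matched IDH1 knockdown line; potency is the fitted concentration of half-maximal effect; 0% = DMSO-treated cells and -100% = media-only wells without cells; nearly all actives have a fitted effect of over 55% in size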
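Compounds were tested in concentration-response format on HT-1080-NT cells for 48 hours at 37 degrees C. Cell viability came from CellTiter-Glo luminescence; curves were classified by r2, response magnitude and activity.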
* marks the source's active call; other numbers are inactive results; ? = inconclusive; . = not tested or not shown; [ ] = dose if it differs, or a comment. Unless noted, calls come from the whole dose curve; as a rule, active = well fitted curve in the direction sought with a large enough effect; inconclusive = small, poorly fitted or top-dose-only effect, or another doubt; inactive = no such curve, though single readings can be large; an effect the other way counts as inactive or inconclusive. Outcome played no part in choosing rows (roughly 12% active in at least one column).

Start of the listing, in advance, ten compounds:
structure,HT1080 IDH1KD tx,SW480 rereplic,KB-3-1 tox,WRN inhibitor,MCF10A rereplic,IL-1B inflam inh,KB-V1 MDR tox,ATXN2 expr inh,HT1080-NT tox
C/C=C/Cn1c(SC)nc2c1c(=O)[nH]c(=O)n2C,1%,-6%,15%,-4%,-6%,-9,0%,-4%,2%
COc1cccc(-n2nnnc2SCC(=O)NC2CCCCC2)c1,7%,2%,0%,6%,9%,-4,-2%,-13%,0%
CC(C)CCNC(=O)NC(=O)COC(=O)/C=C/c1cnc2ccccc2n1,11%[9.24 µM],-2%,21%,-8%,-1%,12,-2%,3%,-3%
CCOC(=O)CSC1=NC(=O)/C(=C/c2ccc(Br)cc2)S1,?,20%,-9%,-28%,?,-64*,3%,-39%,?
Cn1c(N)c(C(=O)CCl)c(=O)n(C)c1=O,6%,0%,0%,13%,57%,?,-10%,3%,4%
CC1CCC(NC(=O)CN2C(=O)NC(C)(C)C2=O)CC1 (stereo unspecified),4%,-8%,4%,-20%,-1%,6,0%,0%,14%
CC(C)NC(=O)C1CCN(C2CCN(Cc3ccc4cccc(F)c4n3)CC2)CC1,0%,17%,-3%,2%,0%,1,-6%,.,-5%
O=C(Nc1ccccc1)C1=C[C@H](c2ccc(C(F)(F)F)cc2)C[C@H](OCCCCO)O1,-11%,-1%,0%,-3%,?,-23,4%,22%,-10%
Clc1ccc(C[n+]2cc(-c3ccc(Cl)cc3)n3c2CCC3)cc1,?,-21%,?,-3%,7%,-53*,8%,12%,?
O=S1(=O)N=C(N(CCO)/N=C/c2ccc(Cl)cc2)c2ccccc21,8%,-5%,2%,-7%,-6%,-15,-11%,.,6%

Results (from the top)
structure,HT1080 IDH1KD tx,SW480 rereplic,KB-3-1 tox,WRN inhibitor,MCF10A rereplic,IL-1B inflam inh,KB-V1 MDR tox,ATXN2 expr inh,HT1080-NT tox
C/C=C/Cn1c(SC)nc2c1c(=O)[nH]c(=O)n2C,1%,-6%,15%,-4%,-6%,-9,0%,-4%,2%
COc1cccc(-n2nnnc2SCC(=O)NC2CCCCC2)c1,7%,2%,0%,6%,9%,-4,-2%,-13%,0%
CC(C)CCNC(=O)NC(=O)COC(=O)/C=C/c1cnc2ccccc2n1,11%[9.24 µM],-2%,21%,-8%,-1%,12,-2%,3%,-3%
CCOC(=O)CSC1=NC(=O)/C(=C/c2ccc(Br)cc2)S1,?,20%,-9%,-28%,?,-64*,3%,-39%,?
Cn1c(N)c(C(=O)CCl)c(=O)n(C)c1=O,6%,0%,0%,13%,57%,?,-10%,3%,4%
CC1CCC(NC(=O)CN2C(=O)NC(C)(C)C2=O)CC1 (stereo unspecified),4%,-8%,4%,-20%,-1%,6,0%,0%,14%
CC(C)NC(=O)C1CCN(C2CCN(Cc3ccc4cccc(F)c4n3)CC2)CC1,0%,17%,-3%,2%,0%,1,-6%,.,-5%
O=C(Nc1ccccc1)C1=C[C@H](c2ccc(C(F)(F)F)cc2)C[C@H](OCCCCO)O1,-11%,-1%,0%,-3%,?,-23,4%,22%,-10%
Clc1ccc(C[n+]2cc(-c3ccc(Cl)cc3)n3c2CCC3)cc1,?,-21%,?,-3%,7%,-53*,8%,12%,?
O=S1(=O)N=C(N(CCO)/N=C/c2ccc(Cl)cc2)c2ccccc21,8%,-5%,2%,-7%,-6%,-15,-11%,.,6%
NC(=O)NC(CC(=O)OCC(=O)Nc1nnc(-c2ccccc2)o1)c1ccc(Cl)cc1 (stereo unspecified),0%,.,0%,3%,.,0,16%,.,12%
Cc1occc1C(=O)NN1C(=O)C2C3CCC(O3)C2C1=O (stereo unspecified),3%,-3%,17%,0%,0%,-1,0%,-1%,7%
CCOc1ccc(OCC)c(NC(=O)CCSCCc2ccccn2)c1,-3%,-2%,1%,0%,-1%,-11,?,-4%,4%
CN(Cc1cccnc1)C(=O)c1ccc2nc(Cc3ccccc3F)oc2c1,-2%,16%,-8%,2%,19%,-4,-24%,25%,17%
COc1ccc(S(=O)(=O)N2CCCCC2)cc1NC(=O)CCNC(=O)c1ccc(Br)cc1,11%,-5%,0%,9%,1%,-2,?,8%,10%
COc1ccccc1-c1noc(CSc2nc(N)cc(=O)[nH]2)n1,3%,-17%,-1%,-25%,-2%,65,-7%,-35%[11.3 µM],-3%
O=C(O)c1nc(N2CCCC2)ncc1Cl,-2%,-1%,9%,-4%,-3%,14,0%,-3%,19%
O=C(O)c1nccnc1C(=O)NCc1csc2ccc(Cl)cc12,8%,-5%,2%,7%,-8%,25,?,.,12%
Cc1ccc(C(=O)Nn2cnnc2)cc1[N+](=O)[O-],-3%,-5%,-1%,-3%,5%,2,20%,-6%,-5%
Cc1cc(N(CN2CCCC2=O)C(=O)c2ccc(F)cc2)no1,-4%,-4%,-2%,1%,-1%,?,16%,.,-1%
CCn1c(SCC(=O)Nc2ccccc2C(=O)OC)nnc1-c1cccc(C)c1,-6%,4%,3%,3%,-25%,-23,?,-22%,-28%
Cc1ccc(/C=C2\Oc3cc(OC(=O)N4CCOCC4)ccc3C2=O)cc1,8%,-2%,8%,5%,0%,20,7%,-3%,3%
O=C(COC(=O)c1cc(=O)[nH]c2ccccc12)NCCc1ccccc1,7%,-2%,18%,1%,-7%,22,-1%,3%,2%
COc1cc2[nH]c(=S)n(CCCN3CCOCC3)c(=O)c2cc1OC,7%,-5%,-1%,-21%,-4%,-4,?,-24%,-13%
CCN(C(=O)c1cc2ccccc2oc1=O)c1cccc(C)c1,1%,0%,3%,14%,1%,-6,0%,11%,1%
COc1ccc(NC(=O)c2ccc(-c3ccc(OC)cc3)s2)cc1,8%,6%,11%,3%,1%,13,0%,17%[11.3 µM],6%
Cc1cccc(OCCNC(=S)NC(=O)c2cccnc2)c1,15%,0%,8%,-1%,7%,21,13%,-9%,11%
COCCCNC(=O)c1cn(-c2cccc(OC)c2)c(=O)c2ccccc12,-2%,-4%,-7%,9%,12%,-4,-15%,5%,0%
COc1cc(C(=O)N2CCN(S(=O)(=O)c3ccc(C)cc3C)CC2)ccc1OCC(=O)N1CCOCC1,1%,-14%,?,-1%,8%,1,-17%,6%,5%
CC(C)CNC(=O)c1ccc2c(c1)C(=O)N(C1CCCCC1)C2=O,-24%,6%,4%,13%,15%,-24,-2%,5%,-14%
COc1cc(/C=C2/N=C(C3CCCCC3)OC2=O)cc(OC)c1OC,2%,14%,2%,5%,14%,-25,20%,-2%,0%
O=[N+]([O-])c1ccc(NCc2ccccc2N2CCC(CO)CC2)nc1,-6%,-13%,-11%,5%,2%,-6,0%,.,9%
O=C(CS(=O)CC(=O)Nc1cccnc1)Nc1ccc(F)cc1 (stereo unspecified),-1%,-4%,-5%,-1%,-16%,-5,-8%,4%,2%
COc1ccc(Cn2cc(CN3CC(N4CCN(Cc5ccccc5F)CC4)CS3(=O)=O)nn2)cc1 (stereo unspecified),23µM*,.,-23%,7%,.,8,-24%,-4%,-5%
CCCCNc1c([N+](=O)[O-])cc(C(=O)O)cc1[N+](=O)[O-],-1%,1%,0%,6%,2%,-2,-3%,-1%,1%
COc1cccc(NC(=O)COC(=O)c2cc(S(=O)(=O)N3CCOCC3)ccc2C)c1,-3%,-4%,5%,3%,-3%,4,-7%,4%,-2%
COc1ccc(C(=O)C[n+]2ccc3c(c2)nc(-c2ccccc2)n3C)cc1,?,-3%,?,-3%,18%,-22,0%,7%,?
COc1nc(NCC(C)C)nc(Oc2ccc(=O)n(-c3ccccc3)n2)n1,3%,-16%,-8%,6%,2%,-6,-6%,-18%,6%
CSC(=O)NC12CC3CC(CC(C)(C3)C1)C2,1%,-5%,-6%,-3%,-2%,-5,4%,-18%,11%
COc1ccc(CCNC(=O)CCC(=O)NC2CCCC(C)C2C)cc1OC (stereo unspecified),2%,-2%,1%,-5%,2%,6,11%,2%,13%
CCOc1ccccc1CNc1ccc(N2CCOCC2)c(C(=O)O)c1,0%,-8%,16%,-3%,0%,14,?,0%,3%
CC1CCN(S(=O)(=O)c2ccc3c(ccn3CC(=O)O)c2)CC1,1%,-10%,-6%,18%,5%,9,29%,-6%,1%
CC1CCN(S(=O)(=O)c2ccc(C(=O)NNC(=O)C3CC3)cc2)CC1,-10%,-1%,16%,-15%,12%,10,-13%,-26%,2%
COC(=O)C(=Cc1ccc(-c2ccsc2C(=O)OC)o1)C(=O)OC,21µM*,5.8µM*,?,-13%,26µM*,.,-20%,-19%,?
